KRASV12 cytotoxicity = cytotoxicity in KRAS-transformed pancreatic duct cells, primary screen, cell-based, fluorescence, HTS (AID 431). cytotoxicity, % at 10 µM, or EC50 in µM where a hit was titrated. HPDE-C7K KRASV12 cells, Alamar Blue viability, 48 h; higher % means a stronger effect. hit rate 1.7% among 63,000;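 active = compounds whose percent cytotoxicity in the single-dose primary screen, scaled between solvent and toxic-drug controls, exceeds 50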;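 note: 0% = DMSO solvent wells and 100% = doxorubicin-treated wells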
HT1080 cytotoxicity = cytotoxicity in HT1080 fibrosarcoma cells, cell-based, fluorescence readout (AID 620) | HT1080 viability, fluorescence; higher % means a stronger effect | cytotoxicity, % at 10 µM; hits with a dose series show EC50 in µM | hit rate 0.42% among 87,000;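 note: cells exposed to compound overnight then 4 h with Alamar Blue; 0% = vehicle DMSO and 100% = killing control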
LYP phosphatase = LYP phosphatase inhibitors, primary screen, biochemical, DiFMUP fluorescence, recombinant catalytic domain, 10 µM (AID 606); recombinant LYP catalytic domain, DiFMUP fluorescence; higher % means a stronger effect; one-dose inhibition, % at 10 µM; IC50 in µM for titrated hits; Tyrosine-protein phosphatase non-receptor type 22 (Homo sapiens); 52,000 tested, under 10 active;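 active = IC50 under 40 µM in the dose-response test; inactive = IC50 of 40 µM or more, or never dose-tested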
TNAP inhibition = human TNAP enzyme inhibitors, biochemical, luminescent (AID 518). Alkaline phosphatase, tissue-nonspecific isozyme (Homo sapiens). purified TNAP enzyme, luminescent substrate readout; higher % means a stronger effect. inhibition, % at 20 µM, or IC50 in µM where a hit was titrated. hit rate 0.09% among 64,000; in the data active = a potency from the dose series; inactive = the rest, 99 in 100 with inhibition below about 22%;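 note: plate controls were vehicle for no effect and reference inhibitor for full effect; many of its hits are not listed in these tables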
HPDE-C7 viability = cytotoxicity in HPDE-C7 cells, cell-based, fluorescence, HTS (AID 430); HPDE-C7 pancreatic duct cells viability, fluorescence; higher % means a stronger effect; one-dose cytotoxicity, % at 10 µM; EC50 in µM for titrated hits; hit rate 1.8% among 63,000;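 note: cells exposed to compound for 48 hours before viability readout; 0% = vehicle and 100% = reference cytotoxic drug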
DPM-DC inhibit = S. pneumoniae DPM-DC inhibitors, primary screen, biochemical, PK/LDH-coupled NADH fluorescence; diphosphomevalonate decarboxylase (Streptococcus pneumoniae D39); purified DPM-DC; calls only at 10 µM; hit rate 0.49% among 65,000; AID 556, 2006;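 active = the 320 compounds with the highest percent inhibition in the single-dose primary screen, excluding strongly autofluorescent ones, cut at about 32% in these data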;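 note: kinetic rate of NADH fluorescence loss reporting ADP formed by the decarboxylase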
Bfl-1 displacement = Bfl-1 inhibitors, primary screen, biochemical, fluorescence polarization, FITC-Bid, mouse (AID 432); Bcl-2-related protein A1 (Mus musculus); FITC-Bid BH3 peptide fluorescence polarization displacement; higher % means a stronger effect; displacement, % at 20 µM, or IC50 in µM where a hit was titrated; hit rate 0.02% among 64,000; in the data active = a potency from the dose series; inactive = the rest, 99 in 100 with displacement below about 15%; note: strong numbers were not always called active
PMK inhibit = S. pneumoniae PMK inhibitors, primary screen, biochemical, mevalonate pathway, pilot trial included; phosphomevalonate kinase (Streptococcus pneumoniae D39); inhibition, % at 10 µM; purified PMK, PK/LDH-coupled NADH absorbance 340 nm; hit rate 0.49% among 65,000;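 active = top-ranked compounds by inhibition in the single 10 µM screen, taking a fixed number of the strongest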;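 note: 0% = full reaction with DMSO carrier and 100% = background rate without enzyme reaction; no value below 0 was filed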
Spn MK inh = S. pneumoniae MK inhibitors, primary screen, biochemical, PK/LDH-coupled NADH absorbance. hit rate 0.48% among 65,000. inhibition, % at 10 µM. purified MK, PK/LDH-coupled NADH absorbance 340 nm. mevalonate kinase [Streptococcus pneumoniae D39];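 active = ranked among the strongest by inhibition in the single 10 µM screen, a fixed top-ranked set picked for dose follow-up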; note: no value below 0 was filed
PMK inhibit pilot replicates = also measured in PMK inhibit; calls as there; inhibition, %; measured here: pilot screen replicates
Spn MK inh pilot replicates = also measured in Spn MK inh; calls as there; inhibition, %; measured here: pilot screen replicates
DPM-DC inhibit pilot screen % = recorded beside DPM-DC inhibit, whose call it bears; inhibition, %; measured here: pilot screen trials
Numbers without * were called inactive; i = inactive; x = not tested or not shown. Cut-off read from the data, not from the text of the source, unless noted: active = cytotoxicity above about 50%; inactive = the rest.

SMILES | KRASV12 cytotoxicity | HT1080 cytotoxicity | LYP phosphatase | TNAP inhibition | HPDE-C7 viability | DPM-DC inhibit | Bfl-1 displacement | PMK inhibit | Spn MK inh | others
CCN1CCN(c2c(Cl)cccc2NC(=O)c2ccco2)CC1 | 1.8% | 6.4% | 0.3% | 17.3% | -1.4% | i | -1.9% | 7.0 | 4.0 | PMK inhibit pilot replicates=1.0;Spn MK inh pilot replicates=0.0;DPM-DC inhibit pilot screen %=0.0
O=c1c2[nH]c3ccc(F)cc3c2ncn1C1CCCCC1 | 7.5% | -7.2% | x | 7.4% | 20.6% | i | 5.0% | 7.0 | 12.0
COC(=O)CCc1c(C)nn(-c2ccccc2)c1C | -9.8% | -10.9% | 9.0% | 4.5% | -5.3% | i | -10.2% | 6.0 | 11.0
CN(C(=O)C1CCCO1)c1nnc(-c2cnccn2)s1 (stereo not given) | -7.7% | -9.8% | 5.0% | 6.5% | 0.4% | i | -16.0% | 22.0 | 0.0
CCc1[nH]nc2c1C(C(C)C)C(C#N)=C(N)O2 (stereo not given) | -20.8% | -12.5% | 6.1% | 3.0% | -26.4% | i | -0.2% | 11.0 | 0.0
CCOc1ccc(C2/C(=C(/O)c3ccc(F)cc3)C(=O)C(=O)N2CCCN(C)C)cc1 (stereo not given) | 25.3% | -7.3% | 13.1% | 11.8% | 16.8% | i | -3.3% | 0.0 | 14.0
COCCn1c(SCC(=O)Nc2ncc(C)s2)nc2sc3c(c2c1=O)CCC3 | 14.3% | 14.8% | 12.9% | 6.7% | -0.3% | i | -7.2% | 13.0 | 14.0
O=C(Nc1ccc(NC(=O)c2cccs2)cn1)c1ccco1 | -19.4% | 6.2% | x | 9.9% | -21.9% | i | -3.5% | 12.0 | 0.0
COc1ccc2nc(NC(=O)CSc3nnc(-c4ccoc4C)n3C)sc2c1 | -7.7% | -8.0% | -4.0% | 13.3% | -4.3% | i | -6.2% | 14.0 | 10.0 | PMK inhibit pilot replicates=3.5;Spn MK inh pilot replicates=3.0;DPM-DC inhibit pilot screen %=3.0
O=C(Nc1ccccc1C(=O)O)c1cccc(NC(=O)c2ccc(Br)o2)c1 | 12.2% | 35.5% | x | 12.8% | -3.0% | i | 29.8% | 12.0 | 5.0 | PMK inhibit pilot replicates=5.5;Spn MK inh pilot replicates=0.0;DPM-DC inhibit pilot screen %=0.5
CC(C)Nc1nc(NC(C)C)nc(N(C)n2cnnc2)n1 | 13.7% | 0.3% | 6.3% | 8.8% | 0.2% | i | 4.1% | 14.0 | 3.0
CC(=O)c1ccc(NC(=O)c2ccn[nH]2)cc1 | -1.6% | -0.3% | 1.3% | -4.0% | -3.9% | i | -7.0% | 8.0 | 0.0
Nc1nnc(CCCCc2cccs2)o1 | 7.2% | -0.3% | -1.0% | 13.6% | -4.5% | i | -6.9% | 0.0 | 5.0
Cc1ccc(N2C(=O)CC(Cn3nc(C)cc3C)C2=O)cc1 (stereo not given) | -12.7% | 4.5% | x | 6.2% | -12.1% | i | 2.1% | 3.0 | 1.0
CC(=O)C1=C(O)C(=O)N(Cc2ccco2)C1c1ccc2c(c1)OCO2 (stereo not given) | 2.0% | -4.1% | 1.6% | 17.5% | -4.6% | i | 1.3% | 11.0 | 5.0 | PMK inhibit pilot replicates=1.5;Spn MK inh pilot replicates=0.0;DPM-DC inhibit pilot screen %=0.5
CCc1ccccc1NC(=O)CSc1nnc([C@@H]2CCCN2C(=O)OC(C)(C)C)o1 | -9.9% | -17.0% | 14.6% | 4.6% | -13.9% | i | -0.3% | 11.0 | 7.0
CC(=O)c1cccc(NC(=O)c2oc(C)nc2C)c1 | 0.4% | 11.4% | x | 10.3% | -5.3% | i | 44.7% | 12.0 | 8.0
CC1=CC(C)(C)Nc2ccc(OC(=O)c3cccnc3)cc21 | 8.23µM* | 14.7% | 9.1% | 7.5% | 8.6µM* | i | 0.7% | 13.0 | 10.0
CCOC(=O)Cn1c(=N)n(Cc2ccccc2F)c2ccccc21 | -13.1% | 2.7% | 8.4% | 11.9% | -25.5% | i | -4.6% | 13.0 | 4.0
O=C1CC(N2CCN(c3nc4ccccc4s3)CC2)C(=O)N1Cc1cccs1 (stereo not given) | 5.6% | 2.9% | 5.5% | 10.9% | 12.3% | i | -12.9% | 3.0 | 5.0
CC1CCN(c2nc3c(c(=O)n(C)c(=O)n3C)n2CCSc2nc3ccccc3o2)CC1 | x | -2.2% | 9.7% | x | x | i | x | 9.0 | 9.0
O=C(OCC(=O)N1CCN(C(=O)COC(=O)c2ccncc2)CC1)c1ccncc1 | -2.2% | -5.3% | 3.9% | 8.5% | -7.9% | i | -1.3% | 5.0 | 0.0
Cc1csc(SCC(=O)NCc2cccs2)n1 | 6.4% | 1.3% | 6.1% | 0.4% | 1.7% | i | -0.1% | 12.0 | 0.0
COC(=O)c1ccc2c(=O)[nH]c(CN3c4ccccc4CC3C)nc2c1 (stereo not given) | -7.0% | 7.8% | 22.0% | 8.3% | -10.0% | i | -4.1% | 18.0 | 2.0
COC(=O)c1cc(-c2ccccc2)n(CC(=O)O)c1C | -3.6% | -5.4% | 4.9% | 5.4% | 5.7% | i | -9.1% | 0.0 | 0.0
(list continues)
SMILES | KRASV12 cytotoxicity | HT1080 cytotoxicity | LYP phosphatase | TNAP inhibition | HPDE-C7 viability | DPM-DC inhibit | Bfl-1 displacement | PMK inhibit | Spn MK inh | others
CCOc1ccccc1CNS(=O)(=O)c1ccc2c(c1)oc(=O)n2C | 8.9% | 5.2% | 13.8% | 3.2% | -10.8% | i | 9.9% | 5.0 | 7.0
O=C1NC(c2ccccn2)Nc2sc3c(c21)CCC3 (stereo not given) | 1.4% | 2.1% | x | -5.0% | -3.0% | i | -3.9% | 9.0 | 6.0
CCCC(=O)Nc1ccc(-c2nc3cc(C)c(C)cc3o2)c(O)c1 | -6.3% | -5.3% | 4.4% | 4.7% | -9.4% | x | -2.0% | 7.0 | 10.0
COC(=O)c1c(NC(=O)c2ccco2)sc(C(=O)Nc2ccc(F)cc2)c1C | 39.2% | -5.4% | x | 13.1% | 30.8% | x | -9.2% | 0.0 | 7.0
O=C(NCCCN1CCOCC1)C1(c2ccccc2)CCOCC1 | -17.8% | -19.2% | 4.8% | 6.7% | -7.1% | i | 5.9% | 9.0 | 0.0
CCn1c(SCC(=O)c2c(N)n(C)c(=O)n(C)c2=O)nc2sc(C)c(C)c2c1=O | 18.1% | 3.9% | 9.6% | 3.3% | 12.0% | i | 4.0% | 12.0 | 1.0
CCOc1ccc(NC(=O)CSc2nnc(-c3ccco3)n2C)cc1 | -1.6% | -3.7% | x | 8.8% | -9.8% | i | -8.3% | 19.0 | 13.0
COc1ccc(N2CCN(c3ncnc4nc[nH]c34)CC2)cc1 | 3.9% | -6.5% | 9.3% | 9.0% | 2.0% | i | 0.1% | 8.0 | 13.0
COc1ccc(-n2c(C)nc3cc(C(=O)NCc4ccco4)ccc32)cc1 | x | 1.7% | x | x | x | i | x | 17.0 | 0.0
CCN(C1CCCCC1)S(=O)(=O)c1cn(C)c(=O)n(C)c1=O | 9.1% | -1.2% | x | 6.2% | 7.8% | i | -4.5% | 0.0 | 8.0
CCc1cc2c(SCC(=O)C(C#N)=C3N(C)c4ccccc4N3C)ncnc2s1 | 6.5% | 1.2% | -3.5% | -2.3% | 0.3% | i | -5.9% | 9.0 | 0.0
CC(NC(=O)c1ccc2c(c1)OCO2)C1CCCO1 (stereo not given) | -9.9% | 2.1% | 3.6% | 12.0% | -4.7% | i | -1.0% | 4.0 | 0.0
O=C(CC(c1ccccc1)c1ccco1)N1CCOCC1 (stereo not given) | -0.2% | -5.6% | x | 2.2% | -2.5% | i | -0.8% | 0.0 | 0.0
CCOC(=O)c1[nH]c2ccccc2c1NC(=O)c1ccco1 | 1.4% | 4.1% | -1.1% | 15.4% | -6.0% | i | 4.0% | 1.0 | 11.0 | PMK inhibit pilot replicates=3.0;Spn MK inh pilot replicates=0.0;DPM-DC inhibit pilot screen %=2.0
CCCCC(=O)Nc1c(O)c2ccccc2[nH]c1=O | 10.3% | 2.1% | 9.5% | 15.8% | -0.4% | i | -0.9% | 5.0 | 5.0 | PMK inhibit pilot replicates=4.0;Spn MK inh pilot replicates=0.0;DPM-DC inhibit pilot screen %=0.0
O=C1C2=C(SCCS2)C(=O)N1CCCO | -14.5% | 4.0% | x | 6.7% | -21.2% | i | 30.1% | 12.0 | 9.0
Cc1ccc(C(=O)N2CCN(c3cccc(Cl)c3)CC2)cc1C | 27.4% | -5.4% | 1.6% | 2.8% | 36.8% | i | 1.5% | 0.0 | 0.0
COc1ccc(NC(=O)CNS(=O)(=O)c2cccs2)cc1 | 0.4% | 1.9% | x | 14.6% | -16.4% | i | -1.3% | 0.0 | 11.0
Cc1cccc(-n2ccnc2SCC(=O)Nc2cc(C)on2)c1 | -12.6% | -4.1% | 10.4% | 12.3% | -9.3% | i | -6.2% | 8.0 | 0.0 | PMK inhibit pilot replicates=0.0;Spn MK inh pilot replicates=3.0;DPM-DC inhibit pilot screen %=0.5
Nc1nc(NC(=O)c2cccc(S(=O)(=O)N3CCCCCC3)c2)nc(-c2ccccc2)n1 | 1.0% | 1.7% | x | 13.0% | -5.8% | i | 7.0% | 1.0 | 10.0
CC(=O)Nc1ccc(S(=O)(=O)N2CCSC2c2ccccc2)cc1 (stereo not given) | 16.3% | 26.0% | -1.4% | 8.3% | 2.3% | i | 3.9% | 7.0 | 8.0 | PMK inhibit pilot replicates=4.0;Spn MK inh pilot replicates=3.0;DPM-DC inhibit pilot screen %=1.5
CC(C)C(=O)Nc1ccc(NC(=O)c2cc3ccccc3o2)cc1 | 1.9% | -6.3% | x | 17.5% | 4.9% | i | -7.4% | 7.0 | 7.0
CCOC(=O)c1ccc(Nc2cc(C)nc3nc(C)nn23)cc1 | -8.8% | -4.1% | 1.9% | 8.0% | 30.9% | i | 3.2% | 15.0 | 0.0
Cc1ccc(C(C)C)c(OCCNc2nc3c(c(=O)n(C)c(=O)n3C)n2C)c1 | 13.8% | 10.3% | -5.9% | 5.5% | 6.6% | i | -3.2% | 0.0 | 2.0
Cc1ccc(-c2nnc3ccc(SCC(=O)N4CCCCC4)nn23)cc1 | -7.0% | 8.1% | 11.5% | 5.7% | -18.8% | i | -4.9% | 14.0 | 6.0
N#CCC(=O)N1CCCCCC1 | -19.7% | 1.4% | 6.7% | 4.5% | -11.9% | i | 0.5% | 8.0 | 5.0
CCn1c(Cn2nnc(-c3ccccc3)n2)nnc1SCC(=O)N1CCOCC1 | -6.9% | 2.5% | -1.0% | 6.3% | 1.3% | i | 7.1% | 6.0 | 6.0

Source: PubChem
